Screening results from PubChem BioAssay.
BioA inh: inhibitors of Mycobacterium tuberculosis BioA enzyme; purified M. tuberculosis BioA enzyme, plate reader; inhibition, % at 9.99 µM; 0.096% of 360,000 active; AID 602481; in the data active = inhibition above about 40%; inconclusive = no clear call, values can overlap the other calls
FBA Mtb inh: Mtb fructose-bisphosphate aldolase inhibition. 2.3% of 360,000 active. purified M. tuberculosis FBA, fluorescence read-out. AID 588726. inhibition, % at 1 µM; in the data active = inhibition above about 27%;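 note: 0% = vehicle and 100% = reference inhibitor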
Yp Topo-I inh: Y. pestis Topo-I inhibition via cleavage products; 0.064% of 360,000 active; activity, % at 10 µM; Y. pestis Topo-I cleavage product accumulation, plate reader; AID 504884; in the data active = activity above about 50%, passing the limit was not always enough; inconclusive = no clear call, values can overlap the other calls; note: inactives centre near 2
BH1578 lux ind: induces V. cholerae light production without autoinducers | V. cholerae BH1578 lux reporter, luminescence, 6 h | activation, % at 18.7 µM | 0.16% of 350,000 active | AID 588436; in the data active = activation mostly above about 9.7%, no sharp cut-off; inconclusive = no clear call, values can overlap the other calls; inactive = mostly below about 3.7%; note: not every result past the cut was called active; inactives centre near 0; reference of the scale not given here
TcdB GH inh: blocks C. difficile toxin B glycohydrolase activity. inhibition, % at 9.99 µM. AID 652162. P18177. 0.24% of 350,000 active. TcdB glycohydrolase enzymatic assay, plate reader; in the data active = inhibition above about 10%
Target sequence (P18177 whole entry, looked up): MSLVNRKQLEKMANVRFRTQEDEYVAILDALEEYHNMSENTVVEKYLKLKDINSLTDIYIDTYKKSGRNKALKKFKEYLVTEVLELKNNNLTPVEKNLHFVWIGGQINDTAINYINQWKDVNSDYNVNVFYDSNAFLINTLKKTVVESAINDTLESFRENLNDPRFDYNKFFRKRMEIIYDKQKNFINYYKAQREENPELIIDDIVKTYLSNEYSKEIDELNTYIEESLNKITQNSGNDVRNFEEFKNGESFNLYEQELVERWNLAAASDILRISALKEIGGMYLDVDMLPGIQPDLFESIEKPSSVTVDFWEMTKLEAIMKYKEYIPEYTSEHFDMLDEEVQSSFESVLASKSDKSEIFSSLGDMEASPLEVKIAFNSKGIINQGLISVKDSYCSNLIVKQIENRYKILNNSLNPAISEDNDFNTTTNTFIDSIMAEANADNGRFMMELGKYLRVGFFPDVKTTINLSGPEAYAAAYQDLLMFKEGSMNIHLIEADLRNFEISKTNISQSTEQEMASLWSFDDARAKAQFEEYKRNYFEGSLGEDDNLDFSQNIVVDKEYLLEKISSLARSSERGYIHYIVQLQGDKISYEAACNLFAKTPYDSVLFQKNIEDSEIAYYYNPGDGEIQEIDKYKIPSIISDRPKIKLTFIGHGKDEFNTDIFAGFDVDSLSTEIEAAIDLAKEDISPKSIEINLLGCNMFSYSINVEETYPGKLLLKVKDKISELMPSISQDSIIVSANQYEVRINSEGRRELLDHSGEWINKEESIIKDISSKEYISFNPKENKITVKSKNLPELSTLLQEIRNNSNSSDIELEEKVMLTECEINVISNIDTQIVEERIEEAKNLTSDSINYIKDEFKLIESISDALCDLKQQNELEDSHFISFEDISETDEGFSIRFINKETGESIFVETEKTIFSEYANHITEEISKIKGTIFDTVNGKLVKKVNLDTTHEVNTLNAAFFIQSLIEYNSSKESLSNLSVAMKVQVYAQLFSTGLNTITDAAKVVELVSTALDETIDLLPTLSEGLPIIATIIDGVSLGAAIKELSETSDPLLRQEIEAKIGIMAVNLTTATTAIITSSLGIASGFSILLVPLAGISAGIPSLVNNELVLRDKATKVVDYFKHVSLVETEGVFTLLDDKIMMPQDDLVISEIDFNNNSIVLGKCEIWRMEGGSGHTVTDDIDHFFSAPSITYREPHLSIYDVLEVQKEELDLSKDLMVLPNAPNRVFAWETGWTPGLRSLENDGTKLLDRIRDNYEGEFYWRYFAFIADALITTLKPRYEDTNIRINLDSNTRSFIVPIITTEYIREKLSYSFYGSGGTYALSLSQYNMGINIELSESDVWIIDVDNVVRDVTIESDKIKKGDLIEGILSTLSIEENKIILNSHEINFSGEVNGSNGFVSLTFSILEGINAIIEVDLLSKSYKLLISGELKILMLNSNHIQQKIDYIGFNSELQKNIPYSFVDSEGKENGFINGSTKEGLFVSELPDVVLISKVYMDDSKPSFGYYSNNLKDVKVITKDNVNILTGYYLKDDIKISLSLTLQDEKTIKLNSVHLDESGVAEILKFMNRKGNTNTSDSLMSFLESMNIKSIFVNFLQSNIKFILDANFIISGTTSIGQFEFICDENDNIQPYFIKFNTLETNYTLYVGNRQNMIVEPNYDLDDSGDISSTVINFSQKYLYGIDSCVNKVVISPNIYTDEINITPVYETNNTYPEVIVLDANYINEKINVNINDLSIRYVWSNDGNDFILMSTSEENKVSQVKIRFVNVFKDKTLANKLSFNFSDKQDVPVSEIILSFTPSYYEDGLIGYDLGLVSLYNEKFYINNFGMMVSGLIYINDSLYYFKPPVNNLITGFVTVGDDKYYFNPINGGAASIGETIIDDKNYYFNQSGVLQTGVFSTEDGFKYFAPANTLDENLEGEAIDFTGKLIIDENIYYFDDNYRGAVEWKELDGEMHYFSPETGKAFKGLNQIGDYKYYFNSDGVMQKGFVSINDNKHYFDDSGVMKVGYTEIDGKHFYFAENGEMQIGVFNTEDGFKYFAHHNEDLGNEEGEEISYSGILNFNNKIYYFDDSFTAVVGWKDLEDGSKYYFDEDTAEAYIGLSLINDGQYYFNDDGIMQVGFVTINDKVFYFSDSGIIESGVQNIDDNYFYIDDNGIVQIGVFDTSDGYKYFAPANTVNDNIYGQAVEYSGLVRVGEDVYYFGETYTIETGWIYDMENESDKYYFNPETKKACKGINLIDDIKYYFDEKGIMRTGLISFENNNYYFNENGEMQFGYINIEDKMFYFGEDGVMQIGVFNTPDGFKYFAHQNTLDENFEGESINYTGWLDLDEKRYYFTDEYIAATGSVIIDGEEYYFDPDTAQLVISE
Mtb UGM inh: blocks M. tuberculosis UGM enzyme | AID 504406 | inhibition, % at 10 µM | P9WIQ1 | purified UGM, fluorescence polarization probe displacement | 0.06% of 320,000 active; in the data active = inhibition above about 10%, passing the limit was not always enough; inconclusive = no clear call, values can overlap the other calls
PfHsp40 yeast: rescue of PfHsp40-mediated yeast toxicity; S. cerevisiae expressing PfHsp40, growth rescue, ATP luminescence; growth rescue, % at 12.5 µM; 0.68% of 340,000 active; in the data active = growth rescue above about 28%, passing the limit was not always enough; inconclusive = no clear call, values can overlap the other calls;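 note: yeast W303a lacking pdr1 and pdr3 grown in galactose medium; growth measured after three days at 30 °C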
FadD28 FP inh: blocks FadD28 binding to the bisubstrate probe | fluorescence polarization | inhibition, % at 12.5 µM | 0.22% of 360,000 active; in the data active = inhibition above about 8.5%, passing the limit was not always enough; inconclusive = no clear call, values can overlap the other calls
GDH-TPI inh: counter-screen for M. tuberculosis FBA inhibitors: GDH-TPI coupled enzymes; GDH-TPI coupled enzyme counterscreen, NADH absorbance; inhibition, % at 4.8 µM; 1.2% of 360,000 active; in the data active = inhibition above about 30%;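 note: 0% = DMSO wells and 100% = wells lacking the enzyme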
* marks the source's active call; other numbers are inactive results; i = inactive; ? = inconclusive; . = no result given; + = active, no number.

SMILES	BioA inh	FBA Mtb inh	Yp Topo-I inh	BH1578 lux ind	TcdB GH inh	Mtb UGM inh	PfHsp40 yeast	FadD28 FP inh	GDH-TPI inh
CCCOc1ccc(N2C(=O)CC(NCC#N)C2=O)cc1 (configuration not stated)	3.8	0	8	-0.3	1.8	-0.6	-1.0	-1.0	3
CCOC(=O)/C(C#N)=C1/C(=O)N(Cc2ccccc2)c2ccccc21	.	1	0	-0.3	1.6	.	0.4	-2.1	7
CN1C2CCC1CC(OC(=O)c1cccc(O)c1)C2 (configuration not stated)	-1.8	2	-2	-0.4	-1.5	.	-0.6	-2.3	0
CC1(C)CN(c2ccc(CC#N)cc2)C1=O	.	-4	4	i	0.8	8.5	-0.4	-3.6	4
O=[N+]([O-])c1cccc(COc2ncnc3cc([N+](=O)[O-])ccc23)c1	3.4	3	-14	0.0	0.6	-2.8	-0.5	-1.0	35*
N#Cc1c(SCC(=O)O)nc(-c2ccccc2)c2c1CCCC2	.	3	3	-1.4	.	2.2	-0.6	-3.4	0
CCCCCCNC(=O)CSc1nccn1Cc1ccccc1	0.1	6	14	-1.7	0.7	0.8	-0.7	-0.2	1
O=C1N=c2ccccc2=C/C1=C\c1c(O)[nH]c(=S)[nH]c1=O	.	8	-3	-0.2	-7.9	-0.2	3.7	0.4	6
O=C(Nc1cccc(C(F)(F)F)c1)c1cccn(Cc2ccc3c(c2)OC(F)(F)O3)c1=O	-2.3	0	1	i	.	-0.3	0.4	-4.5	-3
COc1ccc(OC(=O)C(C)N2C(=O)c3ccccc3C2=O)cc1 (configuration not stated)	-1.7	0	7	-0.7	0.8	1.2	0.0	-2.9	2
NS(=O)(=O)c1ccc(NC(=S)Nc2ccc(S(=O)(=O)N3CCCC3)cc2)cc1	.	-1	4	-0.5	0.7	-2.6	-1.2	-3.3	3
CC(C)(C)c1cc(CCC(=O)N2CCCC2)cc(C(C)(C)C)c1O	0.3	5	10	i	1.1	0.7	?	-4.3	6
COc1ccc(-c2nnc(N(C)C(=O)c3ccno3)s2)cc1	11	5	-2	i	.	-0.4	-1.3	-1.8	2
CN(C)C(=O)c1cn(N(C)c2ncc(C(F)(F)F)cc2Cl)c(=O)c2ccccc12	18	4	-4	.	.	-2.4	-0.3	0.4	-1
CC1CCCCN1S(=O)(=O)c1ccc(NC(=O)c2cccc(-n3cnnn3)c2)cc1 (configuration not stated)	-1.9	0	-2	.	.	-0.8	0.8	-8.5	-4
Cc1cc(Oc2ccccc2)nc(N)n1	-1.3	-3	-5	i	.	2.4	2.4	-2.8	-3
COCc1cc(=O)n2[nH]cc(-c3ccccc3)c2n1	-1.7	133*	-2	-0.8	0.8	-1.6	-0.9	-1.1	23
CCN1CCCC1CNc1ncnc2c1[nH]c1ccc(F)cc12 (configuration not stated)	15	8	-10	-0.3	.	4.3	2.8	-1.8	17
Cc1[nH]c(=O)[nH]c(=O)c1S(=O)(=O)N1CCOCC1	0.9	1	-8	-0.3	.	1.3	0.5	-2.6	-12
O=c1cccc2n1CC1CC2CN(c2nc(N3CCCCC3)nc(N3CCCCC3)n2)C1 (configuration not stated)	.	7	15	5.9	-0.5	-1.3	1.3	-1.5	-7
COC(=O)CCCN1C(=O)NC(c2ccc(-c3ccccc3)cc2)C(C(=O)OCc2ccccc2)=C1C (configuration not stated)	-0.5	1	20	-0.5	2.5	.	-0.5	-1.8	20
COC(=O)C1=C(c2ccc(OC)c(OC)c2)C[C@@H]2CC[C@H]1N2C(=O)NCCCOC(C)C	2.3	0	-4	1.2	0.5	2.0	-1.7	-0.5	1
CS(=O)(=O)c1ccc2nc(NC(=O)c3ccc(NS(=O)(=O)c4ccc(F)c(F)c4)cc3)sc2c1	-1.4	71*	7	i	1.6	0.4	-2.3	1.6	60*
COc1cc(Cn2c3ccc(NC(=O)CC(C)(C)C)cc3c(=O)n2C)ccc1F	0.2	178*	-7	-0.3	1.1	.	.	-1.7	18
O=C(NCC(=O)N1CCN(C(=O)c2ccco2)CC1)c1cccc(Cl)c1	-0.3	2	4	i	-0.1	0.1	-0.3	-0.6	-2
CC1(C)Cc2ccccc2C(NNC(=O)c2ccccc2)=N1	.	2	-10	-0.2	-0.2	-1.6	2.4	-1.9	7
COC(=O)C1CCN(C(=O)COc2cc3sc(C)nc3c3sccc23)CC1	7.2	0	7	0.3	.	-0.5	-0.5	-4.0	-2
CCCCn1c(N)c(N(CCOC)C(=O)CCS(=O)(=O)c2ccc(C)cc2)c(=O)[nH]c1=O	0.6	1	-5	i	0.3	.	.	-2.6	-2
COc1ccc(N=C2SC(CC(=O)Nc3ccccc3)C(=O)N2Cc2ccco2)cc1 (configuration not stated)	0.1	-2	-6	i	.	1.0	6.5	-1.1	6
COc1ccc(/C=C/C(=O)c2ccccc2O)cc1	1.6	-4	3	i	.	0.4	4.3	-3.0	15

3 entries from above, with each value named:
> CCN1CCCC1CNc1ncnc2c1[nH]c1ccc(F)cc12 (configuration not stated)
  BioA inh: 15	FBA Mtb inh: 8	Yp Topo-I inh: -10	BH1578 lux ind: -0.3	TcdB GH inh: .	Mtb UGM inh: 4.3	PfHsp40 yeast: 2.8	FadD28 FP inh: -1.8	GDH-TPI inh: 17
> Cc1[nH]c(=O)[nH]c(=O)c1S(=O)(=O)N1CCOCC1
  BioA inh: 0.9	FBA Mtb inh: 1	Yp Topo-I inh: -8	BH1578 lux ind: -0.3	TcdB GH inh: .	Mtb UGM inh: 1.3	PfHsp40 yeast: 0.5	FadD28 FP inh: -2.6	GDH-TPI inh: -12
> O=c1cccc2n1CC1CC2CN(c2nc(N3CCCCC3)nc(N3CCCCC3)n2)C1 (configuration not stated)
  BioA inh: .	FBA Mtb inh: 7	Yp Topo-I inh: 15	BH1578 lux ind: 5.9	TcdB GH inh: -0.5	Mtb UGM inh: -1.3	PfHsp40 yeast: 1.3	FadD28 FP inh: -1.5	GDH-TPI inh: -7

Next section:
SMILES	BioA inh	FBA Mtb inh	Yp Topo-I inh	BH1578 lux ind	TcdB GH inh	Mtb UGM inh	PfHsp40 yeast	FadD28 FP inh	GDH-TPI inh
COc1cc(C(=O)OCC(=O)Nc2cc(C)on2)c([N+](=O)[O-])cc1OC	1.6	-4	1	-0.3	0.6	1.6	0.1	-3.5	-3
Cc1cccc(C(=O)N/C(=C/c2ccco2)C(=O)N2CCCCCC2)c1	-0.8	2	14	i	-0.5	-2.0	-0.4	1.0	10
O=C(NNC(=O)c1ccc(S(=O)(=O)N2CCCCC2)cc1)c1ccc(F)cc1	-0.5	-2	11	i	-0.4	-0.6	0.8	-2.5	8
C=CCNC(=O)C1CCCN(S(=O)(=O)c2ccc(-n3cnnn3)cc2)C1 (configuration not stated)	-0.5	0	6	-0.4	2.3	2.8	0.4	-0.7	-5
C=CCn1c(O)c(C(C)=NCc2cc(OC)cc(OC)c2)c(=O)[nH]c1=O	3.7	-7	18	i	.	-1.5	1.2	-5.2	14
CCn1c(SCC(=O)N/N=C/c2ccncc2)nc2ccccc21	.	-7	2	-0.7	-0.9	0.9	0.3	-1.4	6
COc1ccc(N2CCN(C(=O)CSc3nnc4c(C)cc5ccccc5n34)CC2)cc1	.	4	3	-0.1	.	1.1	0.8	-2.7	3
CCCNC(=O)C1(C)CCCN(C(=O)CN2C(=O)c3ccccc3C2=O)C1 (configuration not stated)	-0.2	1	2	i	0.1	.	.	0.4	1
Cc1ccc(C(=O)N/C(=C/c2ccco2)C(=O)NCCc2c[nH]c3ccccc23)cc1C	-1.6	1	0	5.9	.	0.8	1.6	-1.8	10
Cc1ccccc1-c1cnc(C(O)c2ccc(-c3ccccc3)cc2)[nH]1 (configuration not stated)	-0.7	2	6	-0.2	-0.2	.	.	-1.6	5
O=C(CCc1ccccc1)NNC(=O)c1ccco1	1.3	2	-9	3.7	.	-2.5	-0.7	-1.2	-1
O=C(COC(=O)Cc1n[nH]c(=O)c2ccccc12)NNC(=O)c1ccccc1	0.0	-4	4	-0.5	1.4	.	-0.8	-1.1	-9
COc1ccc(C2C=C(c3ccc(C)cc3)Nc3ncnn32)cc1 (configuration not stated)	1.0	+	11	i	.	.	-1.2	-5.1	4
Cc1cc(C)c2c(c1)cc(C)c1nnc(SCC(=O)N3CCCc4ccccc43)n12	-0.8	1	15	-0.7	.	0.7	0.1	-0.9	9
CN(C)S(=O)(=O)N1CCC(C(=O)O)(c2ccccc2)CC1	-2.2	-4	0	-3.7	.	-1.1	0.2	-1.8	-2
CC(C)C12CN3CC(C(C)C)(CN(C1)C3c1cccnc1)C2=O (configuration not stated)	.	3	-2	0.7	.	2.5	0.0	-2.4	-11
CCOc1ccc(CNC(=O)C2CCN(c3nnc(C)c4c(C)n(-c5ccc(C)cc5)nc34)CC2)cc1	1.8	4	30	i	0.6	-1.3	0.6	-1.0	16
Nc1nnc(Cc2ccccc2)s1	-1.4	1	-7	3.8	.	2.1	-0.6	-3.0	-3
CCOC(=O)[C@H]1[C@H]2COc3ccc(OC)cc3[C@@H]2N2C(=O)CN(Cc3ccc(OC)cc3)C(=O)[C@@]12C	-0.7	-1	29	-0.7	0.8	-0.2	-0.3	-1.0	0
COC(=O)C1C(=O)c2c([nH]c(C(=O)OC3CCCC3C)c2C)CC1C (configuration not stated)	0.0	1	20	-0.4	1.0	0.5	2.1	0.0	0
CCC(=O)NCc1c(C)c(C)n(Cc2ccccc2)c1-n1cccc1	.	-4	9	0.4	1.9	-2.4	0.6	-2.3	2
CCOc1ccc(N2CC(C(=O)NCCN3C(=O)S/C(=C\c4ccc(OC)cc4)C3=O)CC2=O)cc1 (configuration not stated)	.	1	13	-0.3	0.2	1.0	0.2	-1.6	22
CCN(C(=S)Nc1cc(S(=O)(=O)N2CCOCC2)ccc1Cl)c1cccc2ccccc12	.	48*	27	i	-0.7	-1.6	-0.7	-2.3	-1
CC1(C)Cc2cccc(OCC(=O)N3CCN(S(=O)(=O)c4ccc(F)cc4)CC3)c2O1	1.2	0	19	-0.6	.	-1.5	1.3	-0.6	2
Fc1ccc(/C=C2\CCCC3=C2Nc2ncnn2C3c2ccc(F)cc2)cc1 (configuration not stated)	28	2	4	i	.	0.9	1.2	-0.2	14
O=C(c1ccc(N2CCN(C(=O)c3ccc(F)cc3F)CC2)cc1)c1cccc(F)c1	1.2	2	43	i	1.8	0.7	1.6	-2.4	18
Cc1ccc(C)c(NS(=O)(=O)c2cc(C(=O)NCc3ccco3)ccc2C)c1	1.4	3	1	-0.4	.	0.3	0.7	-2.1	-6
CCOC(=O)CNC(=O)N1Cc2cc(-c3cccc(F)c3)ccc2-n2nncc2C1	4.2	-2	.	.	0.2	.	.	-11	.
CCOc1ccc(CCNC(=O)Cn2ccc3cc(S(=O)(=O)N4CCCC4)ccc32)cc1	-2.3	3	18	-0.4	-5.4	0.5	0.1	-1.1	-2
c1ccc(-c2ccccc2OCCN2CCCCC2)cc1	1.3	-3	2	-0.8	.	-5.3	0.1	-5.1	-5
Cc1ccc(S(=O)(=O)N2CCCCC2)cc1NC(=O)COc1ccccc1F	0.6	1	14	-0.5	0.6	-1.1	1.5	-2.6	5
CC(C)(C)NC(=O)CCC1COc2ccccc2O1 (configuration not stated)	-2.3	-3	-8	-6.2	.	3.0	0.1	-2.5	-1
CN(C(=O)CSc1nc(N)cc(N)n1)C1CCS(=O)(=O)C1 (configuration not stated)	-0.3	0	6	0.9	1.3	3.4	0.7	-4.5	-1
COc1cccc(C2CC(c3ccc(NS(C)(=O)=O)cc3)=NN2C(=O)c2ccccc2)c1OC (configuration not stated)	.	3	5	-0.6	0.5	-3.7	1.4	-9.4	12
Cc1nc(CSc2nsc(C)c2C#N)cs1	.	2	1	-0.2	0.6	3.6	-1.0	-4.9	-6
CCCCc1nc(SCCOC)c2c(=O)n(C)c(=O)n(C)c2n1	.	2	9	-0.8	0.4	-0.7	6.0	-2.3	3
COc1cc(NC(=O)c2ccc(Cl)cc2)c(OC)cc1NC(=O)CN1CCCCC1	.	4	14	0.2	1.7	-0.9	-0.8	-2.1	11
O=C(CNC(=O)Cn1ccc2ccccc2c1=O)NCCCN1CCN(c2cccc(Cl)c2)CC1	0.0	4	-3	i	.	0.1	-1.0	-1.1	14

Hits appear at their usual frequency; 4.6% or so of the library scored in one or more.
